GAA glycogen mod – alters human alpha-glucosidase cleavage of glycogen | hit rate 0.38% among 300,000 | P10253 | Potency, µM (series often up to 76.4 µM), without a hit: at the top dose activity change, negative = inhibition, hits mostly inhibitors | AID 2100 | recombinant GAA, glycogen substrate, Amplex Red glucose oxidase fluorescence;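 note: 0% = full enzyme reaction and -100% = no-enzyme basal signal; the screen sought inhibitors and activators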
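Recombinant human alpha-glucosidase (4 nM final) hydrolysed bovine liver glycogen (30 ug) for 40 min at 37 C in pH 5.0 citrate/phosphate with 0.01% Tween-20. Released glucose detected by glucose oxidase/Amplex Red, Ex 573/Em 610 nm. Compounds up to 77 uM; AC50 from Hill fits.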
GAA inh – blocks human lysosomal alpha-glucosidase | hit rate 0.005% among 200,000 | Potency, µM (highest dose often 76.9 µM), inactives show at the highest dose activity change, negative = inhibition, actives largely listed as inhibitors | purified human GAA, 4-MU-alpha-glucoside fluorescence | P10253;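 note: plate controls were uninhibited enzyme wells for no effect and no-enzyme background for full effect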
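Fluorescence at Ex 365/Em 440 nm from 4-methylumbelliferone reported enzyme activity after 20 min at room temperature. Reactions used 4 nM enzyme and 400 uM substrate at pH 5.0; curves fitted with the Hill equation.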
HTT cytoprotect – Huntington cell model cytoprotection by ATP luminescence; Potency, µM (top dose mostly 56.4 µM), inactives show cytoprotection (ATP increase), most hits filed as activators; AID 1471; hit rate 0.14% among 230,000; PC12 HTT-Q103 induced, cytoprotection, ATP luminescence, 40 h;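 note: % of control where 0% means no effect; nearly all actives have a fitted effect of over 45% in size; toxic huntingtin expression switched on by the ecdysone agonist tebufenozide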
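Compounds added alongside 100 nM tebufenozide, which induces toxic Q103 huntingtin exon 1-GFP in stable PC12 cells; surviving cells quantified by luminescent ATP measurement. Medium: phenol red-free DMEM, 5% equine and 5% calf serum.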
RGS12 GoLoco inh – inhibitors of human Gai1-RGS12 GoLoco interaction (red fluorophore). P63096. Gai1:RGS12 GoLoco peptide FP, rhodamine, 10 min. Potency, µM (doses to about 61.6 µM), inactives show at the highest dose activity, negative = inhibition, actives largely listed as inhibitors. hit rate 0.44% among 230,000; active = well fitted inhibition curve with a large enough effect, not every such curve was filed as active; inactive = no such curve, though single readings can be large or run the other way; note: % is set by controls: 0 for no effect and ±100 for the full control effect; nearly all actives have a fitted effect of over 30% in size; many of its hits are not listed in these tables
Target sequence (P63096 whole entry, looked up): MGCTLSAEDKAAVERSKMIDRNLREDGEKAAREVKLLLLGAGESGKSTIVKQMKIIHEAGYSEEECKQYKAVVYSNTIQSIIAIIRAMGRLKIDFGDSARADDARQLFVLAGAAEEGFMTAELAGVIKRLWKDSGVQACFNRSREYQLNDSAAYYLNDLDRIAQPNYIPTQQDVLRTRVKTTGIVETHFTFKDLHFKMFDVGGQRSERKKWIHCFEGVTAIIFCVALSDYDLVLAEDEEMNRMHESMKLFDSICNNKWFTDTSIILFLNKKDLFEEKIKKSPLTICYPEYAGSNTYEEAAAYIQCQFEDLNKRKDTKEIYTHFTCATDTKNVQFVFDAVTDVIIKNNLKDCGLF
HTT aggregate – mutant huntingtin aggregation inhibition; PC12 HttQ103-GFP aggregates, Acumen cytometry, 40 h; Potency, µM (titrated, usually from 46.1 µM), without a hit: at the highest dose activity change, negative = inhibition, most hits filed as inhibitors; hit rate 1.1% among 220,000; AID 1688; note: % is set by controls: 0 for no effect and ±100 for the full control effect; nearly all actives have a fitted effect of over 60% in size
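Compounds (qHTS titration) were added to PC12 cells expressing an ecdysone-driven HTT exon 1 Q103–GFP fusion after induction with 100 nM tebufenozide. Aggregate formation was measured as GFP objects in cell lysates.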
IMPase Li inh – membrane-permeable IMPase blocker, potentiated with lithium; CHO-M1 cells, IP1 TR-FRET (IP-One), carbachol + lithium; Potency, µM (top dose mostly 59.4 µM), for inactives: top-dose activity, negative = IMPase inhibition, usual class: inhibitors; hit rate 0.35% among 210,000; AID 1457;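 note: IP1 builds up when IMPase is blocked and the TR-FRET signal falls; plate controls were basal vehicle for no effect and high inhibitor control for full effect; nearly all actives have a fitted effect of over 50% in size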
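Concentration–response in CHO-M1 cells, lithium-potentiated; 30 min at 37C. IP1 detected by competitive TR-FRET after 10 min lysis at RT. Hill-fitted AC50.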
GAA spleen mod – inhibitors or activators of human alpha-glucosidase in spleen homogenate. P10253. human spleen homogenate, 4-MU-alpha-glucoside fluorescence. Potency, µM (top dose mostly 79.9 µM), without a hit: at the highest dose activity change, negative = inhibition, actives largely listed as inhibitors. hit rate 0.006% among 240,000. AID 2112;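 note: 0% = enzyme with vehicle and -100% = no enzyme basal signal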
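Compounds were titrated against alpha-glucosidase in spleen homogenate at pH 5.0, with 1 mM 4-methylumbelliferyl substrate for 40 min at 37 C. Reactions were quenched with pH 10 NaOH/glycine and fluorescence measured.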
Numbers without * were called inactive; ? = inconclusive; nt = no result given; [ ] = another dose, or the depositor's remark. Unless noted, calls come from the whole dose curve; as a rule, active = well fitted curve in the direction sought with a large enough effect; inconclusive = small, poorly fitted or top-dose-only effect, or another doubt; inactive = no such curve, though single readings can be large; an effect the other way counts as inactive or inconclusive. Potency is the fitted concentration of half-maximal effect. Some of the compounds tested, so the mix of outcomes need not match the whole.

SMILES | GAA glycogen mod | GAA inh | HTT cytoprotect | RGS12 GoLoco inh | HTT aggregate | IMPase Li inh | GAA spleen mod
CN(C)C(CNC(C(=O)Nc1ccc([N+](=O)[O-])cc1Br)c1ccccc1)c1ccccc1 (centres undefined) | -17% | 0% | -35%[inhibitor] | 3% | 6% | 0% | 4%
CC(C(=O)Nc1sc2c(c1C(=O)NCc1ccco1)CCCC2)N1C(=O)c2ccccc2C1=O (centres undefined) | 1% | -5% | -5% | 9% | 24% | 25%[38.3 µM] | -1%
CC(C)C(=O)Nc1cccc(C(=O)Nc2ccc3c(c2)OCO3)c1 | 3% | 10% | -49%[inhibitor] | 4% | -7% | 0%[38.3 µM] | 2%
CCCn1c(C(O)c2ccc(OC)cc2)nc2ccccc21 (centres undefined) | 2% | -4% | 11%[1.9 µM] | 4% | 5% | 9% | -10%
O=C(c1ccc2c(c1)OCO2)N1CCN(c2ncccn2)CC1 | 7% | 3% | 12%[0.074 µM] | -2% | 7% | 6% | -5%
C1CN(CC23CC4CC(CC(C4)C2)C3)CCO1 | -5% | 0% | 3%[1.9 µM] | -32% | 13% | 8% | -4%
COC(=O)c1ccc2c(c1)NC(=O)CS2 | 0% | -2% | 6%[10 µM] | -6% | 13% | -2% | -11%
CCOc1ccc(NC(=O)C2CC(=O)N3CCCN=C3S2)cc1 (centres undefined) | -4% | -1% | -6% | 6% | 17% | 6%[38.3 µM] | -8%
Cc1ccc(S(=O)(=O)N2CCC(C(=O)NCc3cccnc3)CC2)cc1 | -1% | -4% | -3% | -4% | -4% | ? | 0%
CN(CC(=O)N1CCCCCC1)S(=O)(=O)c1ccc(F)cc1 | 17% | 5% | 24%[10 µM] | 6% | 8%[9.22 µM] | 8% | 2%
Cc1nnc(SCC(=O)OC2CC(C)CCC2C(C)C)[nH]c1=O (centres undefined) | 11% | 3% | -11% | 1% | 9% | 11%[38.3 µM] | -21%
COC(=O)c1ccccc1NC(=O)CSc1nc2ccccc2c(=O)[nH]1 | 7% | -10% | -3% | 4% | 26% | 23%[38.3 µM] | -4%
COc1ccc(CNc2cc(-c3ccoc3)ncn2)c(OC)c1 | nt | nt | -18% | 49%[activator] | nt | 10% | -6%
COc1ccc(Cc2ccc3[nH]c(=O)cc(C)c3c2)cc1S(=O)(=O)O | nt | nt | 2%[10 µM] | -11%[14.2 µM] | nt | -14% | nt
O=C(O)c1ccc(Cl)c(S(=O)(=O)Nc2ccc3[nH]c(=O)[nH]c3c2)c1 | 8% | -4% | 8%[10 µM] | 9% | -14%[9.22 µM] | nt | -1%
O=C(NCc1cccnc1)/C(=C\c1ccc(-c2ccc(Cl)c(Cl)c2)o1)S(=O)(=O)c1ccccc1 | 0% | 3% | -51%[inhibitor][10 µM] | -4% | ? | 8% | -5%
CC12C(=O)N(NC(=O)c3ccncc3)C(=O)C1C1C=CC2C1 (centres undefined) | 17% | 1% | -3%[10 µM] | nt | 10% | nt | -1%
Cc1ccc(NC(=O)Cn2c(O)c(N=NC(=O)c3cc4ccccc4cc3O)c3ccccc32)cc1 | 13% | 2% | -25%[10 µM] | 22% | 2% | 15% | 4%
CCOC(=O)c1nc2c(ccc3ccccc32)cc1C | -3% | nt | 1%[10 µM] | 8% | 7%[9.22 µM] | nt | 2%
c1ccc(-c2cc3c(NCC4COc5ccccc5O4)ncnc3s2)cc1 (centres undefined) | -4% | 0% | 11%[10 µM] | -3% | ? | 1% | 5%
CCN(CC)C(=S)SCC(=O)c1c(C)[nH]c2ccccc12 | -4% | -1% | 7%[10 µM] | 4% | 18% | 16% | 2%
CC1(C)Oc2ccc(C(=O)NN)cc2NC1=O | -24% | 3% | -47%[inhibitor] | 10% | -7% | -15% | -6%
C=CCNCC(O)COc1ccc(C(C)=O)cc1OC (centres undefined) | 6% | nt | 16%[10 µM] | 0% | -19%[9.22 µM] | nt | -5%
O=[N+]([O-])c1cc(S(=O)(=O)N2CCCCCC2)ccc1F | 7% | ? | 16%[10 µM] | 4% | ? | -6% | -3%
CC(=O)Nc1ccc(S(=O)(=O)N2CCC(n3cnc4cc(F)ccc43)CC2)cc1 | -14% | ? | -17% | 7% | -8% | 13%[38.3 µM] | -9%
O=C(O)CCCCCCCCCCCc1ccccc1 | -8% | -4% | -23% | 3% | 5% | nt | 4%
CN1CCN(c2ccc(NC(=O)c3cccc(OCc4ccccc4)c3)cc2)CC1 | -7% | -1% | -3%[1.9 µM] | 8% | -6% | 39%[activator][38.3 µM] | -18%
COc1ccc(CNC(=O)CN2CCN(S(=O)(=O)c3cccs3)CC2)cc1OC | -10% | -2% | nt | -7% | 18% | 9% | 3%
Cc1ccc(-n2c(=O)cc(NCc3cccnc3)[nH]c2=O)cc1 | -24% | 9% | -16% | -3% | 5% | -1%[38.3 µM] | 3%
Fc1ccc(C2CCCN2Cc2nc(Cc3ccccc3F)no2)cc1 (centres undefined) | 14% | 14% | -3%[10 µM] | -8% | -3%[9.22 µM] | -1% | 0%

4 entries from above, with values under each structure.
The line under a structure holds: GAA glycogen mod | GAA inh | HTT cytoprotect | RGS12 GoLoco inh | HTT aggregate | IMPase Li inh | GAA spleen mod
CN1CCN(c2ccc(NC(=O)c3cccc(OCc4ccccc4)c3)cc2)CC1
 : -7% | -1% | -3%[1.9 µM] | 8% | -6% | 39%[activator][38.3 µM] | -18%
CCOC(=O)c1nc2c(ccc3ccccc32)cc1C
 : -3% | nt | 1%[10 µM] | 8% | 7%[9.22 µM] | nt | 2%
O=[N+]([O-])c1cc(S(=O)(=O)N2CCCCCC2)ccc1F
 : 7% | ? | 16%[10 µM] | 4% | ? | -6% | -3%
CC1(C)Oc2ccc(C(=O)NN)cc2NC1=O
 : -24% | 3% | -47%[inhibitor] | 10% | -7% | -15% | -6%

(further entries)
SMILES | GAA glycogen mod | GAA inh | HTT cytoprotect | RGS12 GoLoco inh | HTT aggregate | IMPase Li inh | GAA spleen mod
Cc1cc(-c2csc(NC(=O)c3cc4ccccc4o3)n2)c(C)n1C | ? | -6% | 18%[10 µM] | 40%[activator] | 16% | 5% | -4%
Cn1cccc1CNC(=S)Nc1ccccc1Cl | -8% | -1% | -33% | -2% | 5% | 5% | 0%
CN(CC(=O)Nc1cccc2ccccc12)C(=O)/C=C/c1cccs1 | -11% | -2% | -15%[1.9 µM] | -4% | -10% | 5% | 6%
Cc1ccc(-n2c(C)cc(/C=N/NC(=O)CN(c3ccc(C)cc3C)S(C)(=O)=O)c2C)cc1 | 0% | -10% | -21% | 10% | ? | 24%[38.3 µM] | -13%
Cc1ccc(NC2=NCC(=O)N2Cc2ccccc2)c(C)c1 | -3% | 0% | 0%[10 µM] | 5% | 18% | 11% | -7%
CCN(CC)C(=O)CN(C#N)c1nc(NC(C)C)nc(NC(C)C)n1 | 3% | 6% | -4% | -18% | 13% | 3%[38.3 µM] | -2%
CC(=O)Nc1ccc2nc(-c3ccccc3)cn2c1 | -3% | -7% | -24%[10 µM] | 18% | 7% | 1% | 3%
CCN(CC)CCN(C(=O)CCOc1ccccc1)c1nc2ccc(F)cc2s1 | 3% | -4% | -25% | -1% | -15% | 5% | 2%
CCC(CC)C(=O)NCCc1cc2c(OC)ccc(OC)c2[nH]c1=O | 1% | 2% | 11% | -9% | -4% | 5%[38.3 µM] | 0%
COc1ccc(NC(=O)c2ccc(S(=O)(=O)N3CCOCC3)o2)cc1 | 6% | -1% | 9%[10 µM] | 2% | -1%[9.22 µM] | nt | -6%
COc1ccc(Cl)c(N2CCN(CCCNC(=O)Nc3ccc(C)cc3)CC2)c1 | -4% | -9% | -35% | 7% | 35µM* | 34%[activator][38.3 µM] | -5%
Cc1c(C(=O)NN2CCCCC2)nn(-c2ccc(Cl)cc2Cl)c1-c1ccc(Cl)cc1 | nt | nt | -326%[inhibitor] | 0% | -43% | nt | nt
NNS(=O)(=O)c1ccc(Cc2ncc(C(F)(F)F)cc2Cl)s1 | -17% | 0% | 1% | 0% | 10% | 15%[38.3 µM] | 4%
COc1ccccc1OC(C)C(=O)O (centres undefined) | 6% | -8% | -1% | 10% | -2% | 2%[38.3 µM] | -1%
Cc1ccc(SC(C)c2nc(-c3ccncc3)no2)cc1 (centres undefined) | -2% | 1% | 7%[10 µM] | 9% | -9% | 23%[38.3 µM] | 3%
Cc1nc(=S)n(-c2ccccc2)[nH]1 | -9% | 3% | -1%[10 µM] | 1% | -13% | -3% | -12%
Cc1ccccc1Nc1nc(-c2sc(NC(=O)c3cccc(Cl)c3)nc2C)cs1 | ? | -4% | -16% | 19% | -2% | -5%[38.3 µM] | -23%
O=C(CN1C(=O)CSc2ccccc21)NC1CCCC1 | 7% | 1% | -5% | nt | -5% | nt | 0%
CCOC(=O)C1=C(CNCc2ccc(C)cc2)NC(=O)NC1c1ccc(OC)cc1 (centres undefined) | 4% | -6% | -17% | 5% | -8% | 24%[38.3 µM] | 3%
Cc1ccc(SCC(=O)O/N=C(\N)c2cccc([N+](=O)[O-])c2)cc1 | -3% | -13% | 0% | 0% | -11% | 36%[activator][38.3 µM] | -1%
Fc1ccccc1N1CCN(C(c2ccncc2)c2nnnn2C2CCCC2)CC1 (centres undefined) | -13% | 1% | -21% | 10% | -5% | -2%[38.3 µM] | -21%
O=[N+]([O-])c1cc(CN2CCCC2)c2cccnc2c1O | -12% | -2% | nt | -8% | ? | 3% | -8%
O=C(Nc1ccc(C(=O)Oc2ccccc2)c(O)c1)c1ccco1 | 12% | ? | -5% | -15% | 8% | 43%[activator][38.3 µM] | -1%
CCCNC(=O)c1ccccc1NS(=O)(=O)c1ccc(OC)c(OC)c1 | -13% | -5% | 0%[0.074 µM] | -7% | -9% | 5% | -11%
COCCn1c(SCC(=O)Nc2ccc(S(=O)(=O)N3CCOCC3)cc2)nc2ccccc21 | -10% | ? | 25%[10 µM] | 16% | -2% | 19%[38.3 µM] | -14%
COc1ccc(C(=O)N(Cc2nc(-c3ccc(C)cc3)no2)C(C)C)cc1OC | 2% | -6% | -18% | -5% | -1% | -2%[38.3 µM] | -2%
O=C(O)CCc1ccc(-c2cccs2)n1NC(=O)c1ccc(O)cc1 | -7% | -9% | 14% | 0% | -19% | 25%[38.3 µM] | 8%
O=c1c2sccc2nc(SCc2cc(=O)n3cc(Br)ccc3n2)n1Cc1ccccn1 | -11% | -3% | -44%[inhibitor] | 8% | 3% | -16% | -3%
CC(=O)c1cccc(NC(=O)CN(c2ccccc2)S(C)(=O)=O)c1 | 10% | 0% | 12%[10 µM] | nt | 11% | nt | -3%

Bioassay records from PubChem.
